Screening results as filed in PubChem.
GFP derepression: qHTS Assay for Epigenetic Modulators | AID 597, 2007 | 68,000 tested, 0.09% active | mouse C127i GFP locus derepression, cytometry, 30 h | Potency, µM (series often up to 46.1 µM), inactives show at the highest dose GFP derepression (activation); also: % of control where 0% means no effect
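Locus derepression in mouse mammary C127i cells whose integrated CMV-GFP reporter is normally silent; GFP expression after 30 h compound treatment was quantified by counting fluorescent cells.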
Texas Red fluor: qHTS Assay for Spectroscopic Profiling in Texas Red Spectral Region. Compound fluorescence, Texas Red channel, 547/618 nm; hits give high values. max dye-equivalent concentration, M. 59,000 tested, 0.06% active. AID 587, 2007; in the data active = max dye-equivalent concentration above about 10 nM; inconclusive = between about 1.1 nM and that limit
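Compound titrations in 100 mM Tris pH 8.0 were incubated 15 min at room temperature and read at 547 nm excitation / 618 nm emission. Texas Red six-point standard curve on each plate converted fluorescence to dye-equivalent concentration.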
UbGFP stabilizer: Ubiquitin-GFP Assay; Ubiquitin-GFP reporter cells, proteasome inhibition, GFP fluorescence; response scale: untreated = 0%, 10 µM MG-132 = 100%; Potency, µM (series often up to 45.9 µM), for the others: at the top dose activation (GFP accumulation), hits mostly activators; 67,000 tested, under 10 active; AID 526, 2006; active = well fitted activation curve with a large enough effect, not every such curve was filed as active; inconclusive = small, poorly fitted or top-dose-only effect, or another doubt; inactive = no such curve, though single readings can be large or run the other way; also: potency is read from the fitted curve at half-maximal effect
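U2OS cells expressing ubiquitin(G76V)-GFP, seeded overnight in 0.5% FBS medium, then treated 4 hr at 37 C across 46 uM to 2.9 nM. GFP-positive cells counted by laser cytometry (488 ex/515 em); %activity scaled between basal and 10 uM MG-132.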
HBB splicing: qHTS Assay for Modulators of Hemoglobin Beta Chain Splicing. HBB splicing reporter cell assay, activation; EGFP reporter with mutant IVS2-654 intron; response scale: normalised to 500 nM splice-correcting PNA. Potency, µM (top dose mostly 46.1 µM), without a hit: at the top dose activation, actives largely listed as activators. 65,000 tested, 0.06% active; also: potency is read from the fitted curve at half-maximal effect; 0% is about no effect
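Compounds were applied for 2 days to HeLa EGFP-654 cells, 500/well in Optimem with 2% FCS. The reporter's EGFP is disrupted by mis-splicing of beta-globin intron IVS2-654. Readout: summed well GFP fluorescence from 488 nm laser scanning; reference was 500 nM antisense […] 654 PNA.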
15-hLO inh: qHTS Assay for Inhibitors of 15-hLO (15-human lipoxygenase); purified 15hLO-1, xylenol orange hydroperoxide absorbance; 74,000 tested, 1.4% active; Polyunsaturated fatty acid lipoxygenase ALOX15 (Homo sapiens), P16050; AID 887, 2007; Potency, µM (top dose mostly 57.1 µM), without a hit: at the top dose activity change, negative = inhibition, usual class: inhibitors; also: potency is read from the fitted curve at half-maximal effect; % is scaled to controls: 0 for no effect and ±100 for the full control effect; nearly all actives have a fitted effect of over 55% in size
Target sequence (P16050 whole entry, looked up): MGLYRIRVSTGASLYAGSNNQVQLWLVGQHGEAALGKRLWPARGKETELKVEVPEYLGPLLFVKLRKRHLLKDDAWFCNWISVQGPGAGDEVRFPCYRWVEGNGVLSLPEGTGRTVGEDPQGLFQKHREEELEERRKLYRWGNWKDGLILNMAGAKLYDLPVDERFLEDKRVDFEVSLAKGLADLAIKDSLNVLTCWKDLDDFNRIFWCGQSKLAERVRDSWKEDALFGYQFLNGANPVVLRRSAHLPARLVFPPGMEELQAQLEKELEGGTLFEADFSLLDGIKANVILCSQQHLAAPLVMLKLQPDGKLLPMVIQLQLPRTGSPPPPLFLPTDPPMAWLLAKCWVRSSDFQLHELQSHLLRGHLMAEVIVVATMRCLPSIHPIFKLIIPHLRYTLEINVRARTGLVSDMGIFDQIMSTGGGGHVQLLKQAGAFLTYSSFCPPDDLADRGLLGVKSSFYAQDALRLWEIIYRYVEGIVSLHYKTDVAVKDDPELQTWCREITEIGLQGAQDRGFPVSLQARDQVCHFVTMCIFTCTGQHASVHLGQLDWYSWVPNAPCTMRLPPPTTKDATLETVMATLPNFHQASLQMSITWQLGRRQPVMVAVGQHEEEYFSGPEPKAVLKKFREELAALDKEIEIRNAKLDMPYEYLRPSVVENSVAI
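Purified human 15hLO-1 (40 nM final) in 25 mM Hepes pH 7.5, 0.01% Triton X-100 was preincubated with compound 15 min at room temperature, then reacted 6 min with 50 uM arachidonic acid; hydroperoxide detected by Fe-XO, 573/405 nm absorbance ratio.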
4MU fluor: qHTS Assay for Spectroscopic Profiling in 4-MU Spectral Region. compound autofluorescence, 340/450 nm, 4-MU equivalents; hits give high values. max dye-equivalent concentration, M. 59,000 tested, 11% active. AID 589, 2007; in the data active = max dye-equivalent concentration above about 10 nM; inconclusive = mostly about 1.1 nM to 9.6 nM
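Compounds in 100 mM Tris, pH 8.0, sat 15 min at room temperature before fluorescence was read at 340 nm excitation/450 nm emission; a per-plate six-point 4-MU standard curve converted signals to dye-equivalent concentration at each compound concentration.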
Pol III holo inh: qHTS Assay for Inhibitors of DNA Polymerase III Holoenzyme System | Potency, µM (doses to about 57.1 µM), for the others: at the top dose activity change, negative = inhibition | reconstituted DNA polymerase III holoenzyme replication, biochemical | 71,000 tested, 0.25% active; also: potency is read from the fitted curve at half-maximal effect; % is scaled to controls: 0 for no effect and ±100 for the full control effect
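Reconstituted *E. coli* holoenzyme (0.35 nM Pol III, 1 nM beta, 154 nM SSB, 2 nM primase) was preincubated with compound for 15 min at RT. Synthesis on 1.4 nM ssM13Gori ran 35 min, then was stopped with PicoGreen/EDTA and read as dsDNA fluorescence.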
HADH2 inh: qHTS Assay for Inhibitors of HADH2 (Hydroxyacyl-Coenzyme A Dehydrogenase, Type II); 3-hydroxyacyl-CoA dehydrogenase type-2 (Homo sapiens), Q99714; recombinant HADH2, NADH fluorescence, beta-hydroxybutyryl-CoA; Potency, µM (series often up to 57.1 µM), without a hit: at the highest dose activity change, negative = inhibition, hits mostly inhibitors; 73,000 tested, 3.4% active; AID 886, 2007; also: potency is read from the fitted curve at half-maximal effect; % is scaled to controls: 0 for no effect and ±100 for the full control effect; nearly all actives have a fitted effect of over 60% in size; many of its hits are not listed in these tables
Target sequence (Q99714 whole entry, looked up, one chain of several): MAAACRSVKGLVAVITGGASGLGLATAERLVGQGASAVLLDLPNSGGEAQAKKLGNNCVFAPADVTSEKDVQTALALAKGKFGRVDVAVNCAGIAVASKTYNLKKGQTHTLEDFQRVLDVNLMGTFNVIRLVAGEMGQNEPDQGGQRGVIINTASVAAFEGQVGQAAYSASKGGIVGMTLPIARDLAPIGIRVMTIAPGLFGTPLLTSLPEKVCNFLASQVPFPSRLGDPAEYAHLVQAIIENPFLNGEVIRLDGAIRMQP
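Read-out: 360 nm excitation, 450 nm emission, kinetic over 4 min. Conditions: His-tagged human HADH2 20 nM, pH 9.0 Tris with Tween-20, 1 mM NAD+, 90 uM beta-hydroxybutyryl-CoA.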
Fluorescein autfl: qHTS Assay for Spectroscopic Profiling in Fluorescein Spectral Region; Compound autofluorescence, 480/540 nm, fluorescein-equivalent; hits give high values; max fluorescein-equivalent concentration, M; 59,000 tested, 0.91% active; AID 593, 2007; in the data active = max fluorescein-equivalent concentration above about 10 nM; inconclusive = between about 1.1 nM and that limit
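In this qHTS profile, compound fluorescence was measured with a 480 nm/540 nm filter pair following a 15-min room-temperature incubation in 100 mM Tris (pH 8.0). A six-point fluorescein series on each plate served for normalization.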
Hsp90 Hop PPI: qHTS Assay for Disrupters of an Hsp90 Co-Chaperone Interaction. Hsp90 C-terminal peptide / TPR2A (Hop) interaction, human. AlphaScreen TPR2A-His6 binding biotin-Hsp90 C-terminal peptide. Potency, µM (highest dose often 57 µM), for inactives: at the top dose activity change, negative = inhibition. 71,000 tested, 0.44% active. AID 595, 2007; active = well fitted curve in either direction with a large enough effect; inconclusive = small, poorly fitted or top-dose-only effect, or another doubt; also: potency is read from the fitted curve at half-maximal effect; % is scaled to controls: 0 for no effect and ±100 for the full control effect; many of its hits are not listed in these tables
Rhodamine fluor: qHTS Assay for Spectroscopic Profiling in Rhodamine Spectral Region; Rhodamine-region fluorescence, 547/598 nm, Tris buffer; hits give high values; max dye-equivalent concentration, M; 59,000 tested, 0.05% active; AID 594, 2007; in the data active = max dye-equivalent concentration above about 11 nM; inconclusive = between about 1.1 nM and that limit
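A six-point rhodamine series on each plate calibrates the signal. Compounds sit in 100 mM Tris (pH 8.0) for 15 min at ambient temperature before imaging through 547 nm/598 nm filters.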
Numbers without * were called inactive; i = inactive; ? = inconclusive; · = no result given; [ ] = another dose, or the depositor's remark. Unless noted, calls follow the shape of the dose curve; as a rule, active = well fitted curve in the direction sought with a large enough effect; inconclusive = small, poorly fitted or top-dose-only effect, or another doubt; inactive = no such curve, though single readings can be large; an effect the other way counts as inactive or inconclusive.

SMILES | GFP derepression | Texas Red fluor | UbGFP stabilizer | HBB splicing | 15-hLO inh | 4MU fluor | Pol III holo inh | HADH2 inh | Fluorescein autfl | Hsp90 Hop PPI | Rhodamine fluor
CCC1CCc2sc(C(=O)O)cc2C1 (stereo unspecified) | 3% | i | 1% | 0.1%[57.5 µM] | -1% | i | -7% | -9% | ? | 0% | i
Cc1oc(C(C)(C)C)c(CN2CCCC2)c1C(=O)O | -2% | i | -1% | · | -11% | i | 8% | 8% | i | -2% | i
Cc1ccccc1S(=O)(=O)Cc1ccc(C(=O)N2CCN(c3cccc(C)c3C)CC2)o1 | 8% | i | -10% | -0.3% | -17% | i | -3% | -7% | i | -4% | i
CCOC(=O)Cn1c(C(=O)OCC)cc2sccc21 | -4% | i | 1% | · | -20% | i | -4% | -3% | ? | 5% | i
CCOC(=O)CSC1=C(C#N)C(c2ccc(C)cc2)C2=C(CCCC2=O)N1 (stereo unspecified) | 0% | i | 3% | -0.2% | ? | 8e-08M* | -3% | -14% | ? | -6% | i
CCOC(=O)C1C(=O)CC(C)(O)C(C(=O)OCC)C1/C=C/c1ccccc1 (stereo unspecified) | 2% | · | -7% | -0.8% | -5% | · | 6% | 2% | · | -3% | ·
COCCCNC(=O)Cn1ncc2ccsc2c1=O | 0% | · | 16% | -0.1% | -1% | · | -2% | -2% | · | -5% | ·
Cc1cc(N2CCN(C/C=C/c3ccccc3)CC2)n2ncnc2n1 | 2% | i | -3% | -4.4% | -3% | i | -7% | 20% | i | -2% | i
O=S(=O)(NCc1ccccc1)c1cccc2nonc12 | -3% | ? | 14% | 1.1% | -1% | i | 2% | -2% | ? | -2% | i
Cc1ccc(C)c(NC(=O)c2nnn(Cc3ccccc3C)c2N)c1 | 1% | i | -4% | 0.0% | -7% | i | 1% | 11% | i | 6% | i
COc1ccc(C(c2nnnn2CCc2ccccc2)N2CCN(C3CCCC3)CC2)cc1 (stereo unspecified) | -1% | i | 0% | 0.1%[57.5 µM] | -6% | i | 5% | 9% | ? | -1% | i
O=C1CC(=O)N(Cc2cccs2)C(=O)N1 | 0% | i | -3% | · | 3% | i | -10% | -20% | ? | -6% | i
Cn1c(=O)c2c(nc(CN3CCN(c4ccccc4F)CC3)n2CCCc2ccccc2)n(C)c1=O | 0% | i | 3% | 4.3%[0.369 µM] | 9% | i | -9% | 4% | ? | -5% | i
N#C/C(=C\c1ccc[nH]1)S(=O)(=O)c1ccccc1 | -3% | i | -2% | 1.9% | -7% | ? | -2% | -20% | i | -6% | i
COc1ccc(NC(=O)N2CC[C@@]3(CCCN(C(=O)c4ccc(OC)cc4)C3)C2)cc1 | 0%[9.22 µM] | i | -7% | 1.0% | 5% | i | -6% | 10% | i | -1% | i
O=C(Nc1ccccc1)c1ccc(S(=O)(=O)NCC2CCCO2)cc1 (stereo unspecified) | 0% | ? | -3% | 1.2% | -2% | i | 0% | 18% | i | 1% | i
Cc1sc2nc(SCc3nc4ccccc4[nH]3)n(Cc3ccco3)c(=O)c2c1C | 6% | i | -8% | -1.9% | 17% | ? | -7% | 5% | i | -6% | i
CC(C)c1ccc(-c2nnn(Cc3nc4ccccc4s3)n2)cc1 | -1% | i | 0% | · | -9% | i | -5% | -8% | i | ? | i
CCN1CCN(CCNC(=O)c2cn(Cc3ccccc3F)nn2)CC1 | -3% | i | -2% | -0.2%[57.5 µM] | 6% | i | 3% | 5% | ? | -1% | i
Cc1ccc(-c2nnc(SCC(=O)N3CC(C)CC(C)C3)o2)cc1C (stereo unspecified) | 0% | · | 12% | -0.5% | -18% | · | -2% | -4% | · | 1% | ·
O=C(CCN1CCN(c2ccc(Cl)cc2)CC1)Nc1ccccc1F | 0% | ? | -3% | -0.9%[57.5 µM] | -20% | i | -6% | 9% | ? | -2% | i
O=C(NCCO[N+](=O)[O-])c1cccnc1 | 0% | · | -2% | · | ? | · | -3% | -10% | · | -7% | ·
CC1CCCN(Cc2nc3c(c(=O)n(C)c(=O)n3C)n2CCc2ccccc2)C1 (stereo unspecified) | 2% | ? | · | 5.2%[0.369 µM] | 8% | i | -2% | -16% | ? | -6% | i
O=C(O)CCC(=O)N1CCc2cc(S(=O)(=O)NCc3cccs3)ccc21 | 0% | i | 6% | 0.1% | 4% | i | -4% | 5% | i | -6% | i
COC(=O)C1=C(C)NC(C)=C(C(=O)OC(C)C)[C@H]1c1cccc2nonc12 | -3%[20.6 µM] | i | 11%[20.5 µM] | -1.1%[20.6 µM] | -2%[25.6 µM] | i | -8%[25.6 µM] | 14%[25.6 µM] | 1.2e-08M* | -6%[26 µM] | i
O=C(O)CC1NC(=O)N(c2ccccc2)C1=O (stereo unspecified) | 0% | i | 7% | -1.1% | -3% | i | -2% | 0% | i | -4% | i
O=C1C2CC=CCC2C(=O)N1c1ccc(Cc2ccncc2)cc1 (stereo unspecified) | -2% | · | 12% | -0.3%[9.22 µM] | 0% | · | -4% | -3% | · | 0% | ·
Cc1cccc2cc(CN(CC3CCCO3)C(c3nnnn3Cc3ccco3)C(C)C)c(=O)[nH]c12 (stereo unspecified) | -2% | i | 1% | · | ? | ? | -16% | -6% | ? | -7% | i
CCN1C(=O)C(C)S/C1=N\S(=O)(=O)c1ccc(Cl)s1 (stereo unspecified) | -2% | i | 0% | 0.9%[57.5 µM] | -6% | i | -1% | ? | i | 3% | i
COc1cccc(N(CC(=O)N2CCN(C)CC2)S(=O)(=O)c2ccccc2)c1 | 1% | i | -2% | 2.5% | -2% | i | 3% | 4% | i | -2% | i

Some entries already given, reduced to Hsp90 Hop PPI and HADH2 inh.
canonical_smiles | Hsp90 Hop PPI | HADH2 inh
CC(C)c1ccc(-c2nnn(Cc3nc4ccccc4s3)n2)cc1 | ? | -8%
CCN1CCN(CCNC(=O)c2cn(Cc3ccccc3F)nn2)CC1 | -1% | 5%

The listing continues:
SMILES | GFP derepression | Texas Red fluor | UbGFP stabilizer | HBB splicing | 15-hLO inh | 4MU fluor | Pol III holo inh | HADH2 inh | Fluorescein autfl | Hsp90 Hop PPI | Rhodamine fluor
Cc1cc(C)c2c(SCc3ccc(Cl)cc3Cl)nc(N)nc2n1 | 6%[9.22 µM] | i | 0%[9.17 µM] | -1.0%[9.22 µM] | 16%[11.4 µM] | 8.4e-08M* | -11%[11.4 µM] | 5%[11.4 µM] | ? | -3%[11 µM] | i
Cc1cc(OCc2nn[nH]n2)c2c(-c3ccccc3)cc(=O)oc2c1 | -2% | i | -2% | 3.1%[57.5 µM] | -5% | 1.3e-08M* | 0% | 1% | i | -6% | i
Fc1ccc2[nH]c3c(N4CCSCC4)ncnc3c2c1 | 2%[20.6 µM] | i | -7% | 1.7%[1.84 µM] | -12% | 4.7e-08M* | -7% | -2% | i | -4% | i
CCOCCCN(C(=O)Cn1nnc2ccccc21)C(C(=O)NCc1ccco1)c1ccncc1 (stereo unspecified) | -2% | ? | -3% | · | 3% | i | -2% | 3% | i | -5% | i
CCOc1cc(-c2noc(N)c2C(=O)OC)cc(OCC)c1OCC | -3% | i | -3% | 2.7% | 8% | i | -8% | 2% | ? | 1% | i
CCn1nc(C(=O)NCCc2ccc(S(N)(=O)=O)cc2)c2ccccc2c1=O | 2% | i | 0% | 3.4%[57.5 µM] | 5% | i | 3% | 2% | ? | -6% | i
O=C(NC(=O)c1ccccc1)OCC(F)(F)F | 7% | · | 13% | -0.1% | 5% | · | -9% | 4% | · | -5% | ·
C=CCNC(=O)NS(=O)(=O)c1ccc(C)cc1 | 0% | i | 9% | -2.7%[57.5 µM] | 10% | i | -11% | 12% | ? | -2% | i
Cc1ccccc1CN1C(=O)C2(OCCCO2)c2ccccc21 | -4% | i | -7% | 4.7%[1.84 µM] | -6% | ? | 1% | 4% | i | 20% | i
COc1ccc(CCn2c(C)cc(C(=O)CSc3nnc(N)s3)c2C)cc1 | 3% | ? | -2% | 0.1%[57.5 µM] | 12% | i | -6% | -11% | i | -15% | i

A portion of the library; count on the stated rates, not on these rows.
